CXCR6 block – CXCR6 receptor inhibitors, primary screen, cell-based, beta-arrestin, luminescence, CHO-K1 PathHunter, 1536-well | inhibition, % at 20 µM | C-X-C chemokine receptor type 6 (Homo sapiens), O00574 | 360,000 tested, 0.36% active; in the data active = inhibition above about 34%, passing the limit was not always enough;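 note: antagonist mode with CXCL16 agonist at 10 nM final; 0% = 10 nM CXCL16 with DMSO and 100% = unstimulated wells without agonist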
Target sequence (O00574 whole entry, looked up): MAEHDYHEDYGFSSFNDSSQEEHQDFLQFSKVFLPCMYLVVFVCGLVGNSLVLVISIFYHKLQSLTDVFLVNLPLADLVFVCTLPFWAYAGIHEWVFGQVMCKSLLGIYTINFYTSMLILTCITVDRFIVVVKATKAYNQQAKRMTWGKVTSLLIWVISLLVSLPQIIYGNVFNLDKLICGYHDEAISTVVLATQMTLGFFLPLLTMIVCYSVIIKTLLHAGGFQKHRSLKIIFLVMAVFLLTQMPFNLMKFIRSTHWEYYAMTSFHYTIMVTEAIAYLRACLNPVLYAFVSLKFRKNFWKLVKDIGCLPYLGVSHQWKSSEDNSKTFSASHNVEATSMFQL
MPTP block – mitochondrial permeability transition pore inhibitors, primary screen, biochemical, isolated mouse mitochondria, absorbance. Ca2+ swelling absorbance, 30 min. inhibition, % at 10 µM. 360,000 tested, 1.4% active;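 active = inhibition of 50% or more, scaled per plate between neutral and stimulator controls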;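 note: 0% = DMSO wells given calcium and 100% = 1 mM EGTA wells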
NR3A LBD binder – binders of NR3A ligand-binding domain, primary screen, biophysical, differential scanning fluorimetry, uHTS; NR3A LBD differential scanning fluorimetry, Tm shift; 0% = protein alone, 100% = glycine-bound protein; Tm shift relative to glycine control, % at 25 µM; 340,000 tested, 2.5% active; AID 1259313, 2017;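 active = melting temperature shift of at least 10% of the positive control shift, at one fixed dose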
CCR6 antag – CCR6 receptor antagonists, primary screen, cell-based, CHO-K1, luminescence, beta-arrestin, uHTS | CHO-K1 CCR6 PathHunter beta-arrestin, CCL20-stimulated | C-C chemokine receptor type 6 (Homo sapiens), P51684 | AID 493098, 2011 | 340,000 tested, 0.49% active | inhibition, % at 20 µM;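 active = compounds whose inhibition of the agonist-driven luminescence signal at 20 µM reaches about 50%, limit read from the data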;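 note: cells stimulated with CCL20 at 14 nM final; plate controls were DMSO with CCL20 for no effect and DMSO without agonist for full effect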
Target sequence (P51684 whole entry, looked up): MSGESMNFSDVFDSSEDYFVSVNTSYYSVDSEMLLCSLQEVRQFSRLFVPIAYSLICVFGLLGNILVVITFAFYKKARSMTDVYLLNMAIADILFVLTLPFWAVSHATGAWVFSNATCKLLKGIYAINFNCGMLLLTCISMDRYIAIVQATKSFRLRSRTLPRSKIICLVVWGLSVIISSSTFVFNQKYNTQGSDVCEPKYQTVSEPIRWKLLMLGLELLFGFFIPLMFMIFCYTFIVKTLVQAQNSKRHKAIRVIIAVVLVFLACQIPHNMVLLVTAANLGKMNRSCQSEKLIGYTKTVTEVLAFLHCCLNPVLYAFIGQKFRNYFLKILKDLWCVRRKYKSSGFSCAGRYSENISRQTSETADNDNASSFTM
A3G deaminase – APOBEC3G DNA deaminase inhibitors, primary screen, biochemical, fluorescence, single-stranded DNA substrate, uHTS. recombinant A3G, ssDNA deamination FAM/TAMRA fluorescence. inhibition, % at 20 µM. 330,000 tested, 0.28% active;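 active = inhibition of at least 40% at 20 µM, with no more than 30% in the related APOBEC3A deaminase screen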;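 note: plate controls were DMSO wells with A3G for no effect and wells lacking A3G enzyme for full effect; some compounds called inactive have numbers as strong as hits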
Gli-Sufu block – Gli-Sufu pathway antagonists, primary screen, luciferase luminescence, Sufu-KO-LIGHT cells, uHTS; Sufu-KO-LIGHT fibroblasts, Gli luciferase reporter luminescence; inhibition, % at 5 µM; 340,000 tested, 0.74% active; AID 588413, 2011;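 active = inhibition above about 55%, limit read from the data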;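 note: 0% = DMSO-treated cells and 100% = wells with medium but no cells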
APOBEC3A inh – APOBEC3A ssDNA deaminase inhibitors, primary screen, selectivity assay for APOBEC3G inhibitor project, biochemical, FAM/TAMRA oligo cleavage fluorescence. recombinant A3A, FAM/TAMRA ssDNA deamination fluorescence. inhibition, % at 20 µM. AID 493011, 2011. 330,000 tested, 0.41% active;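 active = at least 40% inhibition at 20 µM here, with at most 30% in a related deaminase screen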;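 note: plate controls were A3A with DMSO for no effect and wells lacking A3A enzyme for full effect; some results filed as inactive read as strong as hits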
Target sequence (P31941 whole entry, looked up): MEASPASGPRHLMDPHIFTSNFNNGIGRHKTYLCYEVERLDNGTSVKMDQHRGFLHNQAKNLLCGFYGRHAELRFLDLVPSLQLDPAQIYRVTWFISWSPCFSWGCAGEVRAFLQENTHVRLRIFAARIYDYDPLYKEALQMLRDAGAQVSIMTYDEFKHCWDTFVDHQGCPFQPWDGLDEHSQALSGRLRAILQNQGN
EBI2 antag – EBI2 receptor antagonists, beta-arrestin recruitment, primary screen, cell-based, luminescence, 7a,25-OHC stimulation, uHTS; G-protein coupled receptor 183 (Homo sapiens), P32249; 7a,25-OHC stimulated; inhibition, % at 5 µM; 360,000 tested, 0.81% active; AID 651636, 2012; in the data active = inhibition above about 38%;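 note: enzyme fragment complementation signal reports receptor beta-arrestin coupling in cells; 0% = agonist plus DMSO wells and 100% = wells without agonist; some results beyond the cut were filed as inactive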
* = called active by the depositor; nt = no result given.

Fields: A3G deaminase | MPTP block | EBI2 antag | CCR6 antag | CXCR6 block | NR3A LBD binder | APOBEC3A inh | Gli-Sufu block
> COc1c(C)cc(C(=O)C2CCCN(C(=O)c3cc(C)n(C)n3)C2)cc1C (centres undefined)
  -2.2 | -1.1 | -3.6 | 1.1 | -11.5 | 2.0 | 0.9 | -7.5
> COc1ccc(N2CCN(Cc3nnc(-c4ccccc4)o3)CC2)cc1
  -2.1 | -2.7 | -14.4 | 17.8 | -7.8 | -0.4 | -0.7 | -1.5
> COc1ccc(Cl)cc1NC(=O)NC1CCCCC1
  46.1* | 0.9 | -28.0 | 1.0 | 0.8 | -31.4 | 18.9 | -1.9
> COC(=O)C1=C(C)Nc2ncnn2C1c1ccccn1 (centres undefined)
  0.5 | -1.5 | -10.6 | -2.5 | -13.8 | 1.3 | 1.3 | 7.3
> CC(=O)/C(N=Nc1cc2c(cc1[N+](=O)[O-])OCCO2)=C(\C)O
  2.4 | 1.5 | 4.2 | -0.9 | 4.8 | -0.8 | 2.7 | 1.5
> COC(=O)C1(Cc2cc(-c3cccnc3)no2)CCN(C(=O)OC(C)(C)C)CC1
  -8.1 | -0.7 | -42.3 | -12.2 | -26.7 | -1.2 | -3.7 | 2.1
> Cc1ccc(OCc2nc(C#N)c(N3CCCC3)o2)cc1
  -3.6 | -0.7 | 31.2 | 17.5 | 6.6 | 2.4 | -2.8 | -12.9
> O=C(Nc1nnc(C23CC4CC(CC(C4)C2)C3)s1)c1ccc(N2C(=O)CCC2=O)cc1
  3.1 | -0.8 | 1.4 | 7.0 | -1.6 | -2.9 | 14.9 | 2.8
> COc1ccc(CCNc2ccc(C(CC(N)=O)NC(=O)Cc3ccc(Br)cc3)cc2[N+](=O)[O-])cc1 (centres undefined)
  -11.5 | 0.8 | 0.1 | 10.0 | 10.5 | 0.6 | -1.6 | 11.4
> Cc1ccc(CC(=O)N/N=C/c2ccc3c(c2)OCO3)cc1
  18.0 | 1.0 | 4.4 | 10.0 | -10.4 | 1.2 | 9.0 | -33.4
> O=C(COc1ccc(-c2ccccc2)cc1)N1CCN(C(=O)c2cccnc2)CC1
  -4.0 | -2.9 | 2.3 | -10.9 | -0.5 | 12.2* | 3.4 | -4.0
> O=C(NCCCNC(=O)c1ccccc1Br)c1ccccc1Br
  -1.2 | -0.5 | 5.6 | -0.4 | 1.7 | 2.0 | -3.4 | -5.8
> COc1ccccc1C(C)NC(=O)c1ccc(C)o1 (centres undefined)
  -5.7 | 1.5 | 2.4 | -22.6 | 8.6 | -0.8 | 2.5 | -5.3
> CCN(CC(=O)NCc1ccc(Cl)cc1)C(=O)c1cc2ccccc2o1
  -12.5 | -2.7 | 11.8 | -1.6 | 5.7 | -3.0 | 1.5 | 20.6
> Cc1nc2nc3c(c(=O)n2[nH]1)CCCC3
  -5.6 | -0.7 | -6.2 | 4.8 | -1.3 | 1.5 | -4.8 | 0.8
> c1cncc(-c2nc3ccccc3s2)c1
  -0.2 | -0.4 | 0.1 | 12.1 | -4.4 | -0.8 | 6.4 | -48.3
> CCCCNCc1cc(OC)c(OCC(N)=O)cc1Br
  -7.3 | 0.2 | -0.2 | 12.8 | -9.8 | 0.0 | -1.0 | 12.1
> C[C@H]1O[C@@H](O[C@H]2CC[C@@]3(C)C(CC[C@]4(C)C3C=C[C@]35OC[C@@]6(CCC(C)(C)C[C@H]63)[C@@H](O)C[C@]54C)[C@]2(C)CO)[C@H](O)[C@@H](O[C@@H]2O[C@H](CO)[C@@H](O)[C@H](O)[C@H]2O)[C@H]1O (some centres undefined)
  4.8 | -2.6 | 6.2 | -3.2 | 1.7 | -3.1 | 1.0 | 4.2
> CCOC(=O)Cc1ncccc1C(=O)Nc1ccc(OC(F)(F)F)cc1
  1.5 | 0.4 | 12.2 | 38.6 | 20.4 | 2.1 | 1.9 | -18.0
> COc1ccc(OCC(=O)NNc2c3ccccc3nc3ccccc23)cc1
  -7.0 | 20.4 | 5.1 | 3.9 | 7.5 | -10.0 | -0.1 | 32.0
> CCOC(=O)C1=C2c3cc(OC)c(OC)cc3CC(C)(C)N2C(=O)C1=O
  -6.7 | 0.1 | -3.1 | 9.6 | -14.7 | -6.1 | -3.4 | -3.0
> Cc1cc(=O)n2nc(N3CCCC3C(=O)NCCCN3CCCCC3)sc2n1 (centres undefined)
  -5.0 | 10.2 | -4.2 | 2.7 | -0.4 | -0.7 | -0.9 | -4.6
> CN(C(=O)COC(=O)c1cc[n+]([O-])cc1)c1ccccc1
  -4.1 | -0.1 | -3.9 | 5.9 | -0.4 | 0.9 | -1.1 | -5.7
> Cc1cccc(NC(=O)c2nnn(-c3cccc(C(F)(F)F)c3)c2N)c1
  -7.0 | 5.7 | -3.2 | -5.0 | 0.6 | 0.1 | -10.1 | -24.4
> CC(=O)c1cccc(NC(=O)c2cc(C)nn2-c2ccccc2)c1
  -0.8 | -1.3 | -1.3 | 14.3 | 3.4 | -1.8 | -0.4 | 5.2
> CC(C)(CO)CNC(=O)CC1C(=O)NCCN1CC(c1ccccc1)c1ccccc1 (centres undefined)
  -5.1 | 1.1 | -3.6 | 0.5 | -3.1 | 0.2 | -6.8 | 3.2
> Cc1nn(-c2ccccc2)c(C)c1-c1nnc(-c2c(C)nn(-c3ccccc3)c2C)o1
  -5.7 | -0.6 | 7.2 | 8.9 | 9.5 | -3.3 | -4.7 | 6.4
> Cc1c(Cl)cccc1NC(=S)NCC(C)C
  -4.7 | 6.9 | -13.5 | 17.7 | -3.9 | 0.2 | -2.5 | -1.2
> N/C(=N\c1nc2c(c(=O)[nH]1)CCC2)Nc1ccccc1C(F)(F)F
  -5.0 | 0.7 | -0.7 | 3.3 | -8.0 | -7.9 | -5.7 | 18.3
> Cc1cccc(CN2CCN(CC(=O)O)C2=O)c1
  nt | 0.6 | -0.5 | 4.4 | -1.3 | -0.1 | nt | 4.0
> CC(=O)Nc1ccc(NC(=O)c2c([N+](=O)[O-])cnn2C)cc1
  -1.9 | -0.6 | -4.5 | 13.2 | 0.7 | 1.6 | 1.1 | -10.7
> CC/C(=N\NC(=S)NC(C)C)c1ccc(OC)c(OC)c1
  -6.6 | -1.0 | -14.2 | 18.1 | 2.5 | -0.2 | -2.6 | 9.9
> COc1cc(NC(=O)C/C(C)=N/NC(=O)c2ccccn2)c(OC)cc1Cl
  1.7 | -0.8 | -9.2 | 7.9 | -8.2 | -1.5 | -3.9 | -8.4
> O=C(NC1CCCCC1)C1CCN(C(=O)NCc2ccccc2)CC1
  -0.2 | -0.6 | -4.1 | -2.8 | -0.9 | 0.8 | 0.6 | -15.9
> CN(Cc1nc2ccc(F)cc2[nH]1)C(=O)C1CCC(=O)N(C2CC2)C1 (centres undefined)
  -0.2 | -0.2 | -13.0 | 10.3 | -11.2 | 0.5 | -0.3 | -2.1
> Cc1csc(NC(=O)C(C)Oc2ccc(Cl)cc2C)n1 (centres undefined)
  -5.2 | -0.8 | 10.6 | 1.8 | 2.5 | -1.0 | -2.9 | -1.1
> CCOC(=O)n1c(=O)n(Cc2c(Cl)cccc2Cl)c2ccccc21
  -6.9 | -1.0 | 12.8 | -19.9 | 15.9 | -2.6 | -0.7 | 6.4
> CCOc1ccc(S(=O)(=O)N(CC)CC(=O)N2CCCC2)cc1C
  -3.2 | 2.1 | -5.5 | 11.6 | -1.5 | -0.2 | -0.9 | -11.9
> CC(=O)N1c2ccccc2C(=O)C1N1CCCCC1 (centres undefined)
  10.0 | -0.9 | -0.7 | 20.9 | 7.5 | -0.4 | 1.1 | -1.0
> Oc1c(C(c2ccco2)N2CCC3(CC2)OCCO3)sc2ncnn12 (centres undefined)
  -6.2 | -0.2 | -3.6 | -3.0 | 2.3 | 0.1 | -0.1 | -1.0
> COc1cc(S(=O)(=O)Nc2ccc(C(=O)NCC(=O)O)cc2)ccc1NC(C)=O
  -6.6 | 0.2 | -7.6 | -1.7 | -0.6 | -1.2 | 1.3 | -34.6
> COc1cccc(NC(=O)CCc2c(C)nn(-c3ccc(N4CCOCC4)nn3)c2C)c1
  -1.7 | -1.8 | 5.7 | -8.2 | -3.8 | -4.1 | 0.9 | -13.3
> Cc1nn(CCc2nc(-c3ccco3)cs2)c2[nH]c(=O)cc(C(F)(F)F)c12
  48.1 | 0.1 | 7.2 | 8.1 | -1.0 | -2.5 | 61.6 | -5.2
> CC(C)c1nnc(NC(=O)CCC(=O)NC2CCCCCCC2)s1
  1.6 | 0.3 | -4.9 | -7.8 | 2.4 | -1.1 | 2.3 | 14.9
> Cc1ccsc1C(=O)NC(C)c1ccccc1 (centres undefined)
  -5.5 | 0.2 | -9.7 | 9.1 | -4.9 | -0.4 | -4.1 | 19.9
> Cc1ccc2nc(SCC(=O)N/N=C/c3ccc(C(=O)O)cc3)cc(C)c2c1
  -7.5 | -0.8 | 8.8 | 10.2 | 2.1 | -1.2 | -4.5 | -0.5
> OC(CN1CCOCC1)Cn1c2c(c3ccccc31)CCCC2 (centres undefined)
  -1.5 | 0.6 | -5.1 | 18.9 | 0.6 | -3.2 | -4.4 | -16.1
> O=C(O)c1ccc2c(=O)n3cc(C(=O)c4ccccc4O)cc(Cl)c3nc2c1
  -5.5 | 0.9 | -9.0 | 13.4 | 6.6 | 2.1 | 9.2 | 2.7
> O=C(Cc1ncc(C(F)(F)F)cc1Cl)NC1CC1
  -1.4 | -1.2 | -1.5 | 11.6 | -0.5 | -1.2 | 0.3 | 2.1
> O=C(COC(=O)c1ccc(CO)cc1)NCc1cccs1
  -11.9 | -0.7 | 7.8 | 12.8 | -0.9 | -1.2 | 5.3 | -1.2
> COc1ccc(OCC(O)CN2CCN(c3ncccn3)CC2)cc1 (centres undefined)
  1.3 | 0.2 | 16.3 | 18.6 | 2.7 | -0.6 | 1.3 | 7.6
> CCCn1c(SCC(=O)/C(C#N)=C(\C)N)n[nH]c1=O
  -6.6 | 0.9 | -9.5 | 0.3 | -1.0 | -3.4 | 0.6 | 1.6
> CCOC(=O)c1nn(-c2ccc([N+](=O)[O-])cc2)cc1O
  -5.0 | 0.1 | 4.2 | 2.5 | 3.2 | -1.0 | -8.8 | -6.0
> O=C1C(=C(O)c2ccccc2)C(=O)c2ccccc21
  3.7 | 0.3 | -7.6 | 6.9 | -2.4 | -0.4 | -2.0 | 4.1
> O=C(Cc1cccs1)NNC(=O)c1ccccc1Cl
  -2.9 | 0.5 | 0.5 | 1.4 | -0.1 | -0.3 | -0.1 | 1.6
> OCCOCCOc1ccccc1OCCOCCO
  -6.0 | 1.8 | -0.3 | -3.3 | 0.8 | -2.5 | -1.0 | -15.4
> Clc1cccc(Cl)c1CSc1nnc(/C=C/c2ccccc2)o1
  -7.1 | -2.9 | 28.1 | -6.5 | 4.3 | 1.6 | -3.8 | -0.8
> CCc1ccccc1NC(=S)N(CCCN1CCOCC1)Cc1ccccn1
  -11.3 | 5.4 | -0.2 | 0.2 | -1.2 | 2.4 | -3.2 | 2.6
> CCc1ccc(C(CC(=O)O)N2Cc3ccccc3C2=O)cc1 (centres undefined)
  -4.4 | 0.0 | -14.2 | 1.9 | 2.4 | 0.9 | -1.7 | -0.9
> CC(OC(=O)CN1C(=O)NC(C)(C)C1=O)C(=O)c1ccccc1 (centres undefined)
  -5.4 | -0.5 | 5.9 | -12.6 | -3.8 | 0.1 | -5.3 | 3.6
> Cc1cccc(C)c1NC(=O)N1C2CCCC1CC(NC(=O)C(C)(C)C)C2 (centres undefined)
  0.5 | 0.0 | -6.6 | 2.0 | -3.9 | -0.2 | -3.4 | 6.4
> CC(=O)CCc1ccc(OCC(=O)Nc2cccc(S(=O)(=O)N(C)c3ccccc3)c2)cc1
  1.4 | -1.4 | 6.9 | 13.0 | -11.3 | -1.4 | 1.8 | -3.8

Screening data deposited in PubChem by Sanford-Burnham Center for Chemical Genomics.
